# HKDC1 inhibitor – inhibitors of human hexokinase HKDC1; inhibition, % at 20 µM; Q2TB90; 340,000 tested, 0.16% active; AID 493160; recombinant HKDC1, G6PDH/diaphorase resazurin coupled fluorescence;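 active means inhibition above about 35% when tested at 20 µM, limit read from the data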;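 further: plate controls were DMSO wells with enzyme for no effect and DMSO wells lacking enzyme for full effect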
#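 Test system: recombinant HKDC1 (HK5) hexokinase enzyme, produced in-house / Doses: 20 µM test compound, 1% DMSO / Timing: 90 min, room temperature / Detection: G6PDH/diaphorase-coupled fluorescence, 1 mM NADP, 100 µM resazurin, 525/613 nm / Control set: DMSO wells with and without enzyme mix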
# 697 NFkB inh – inhibitors of the PMA/ionomycin-induced NF-kB reporter in 697 B cells. 697 B-cell NF-kB luciferase reporter, 16 h. inhibition, % at 4 µM. 330,000 tested, 0.33% active. AID 435022; in the data active means inhibition above about 35%
# SENP7 inh – inhibitors of human SENP7 protease; AID 434973; recombinant SENP7, Z-RLRGG-aminoluciferin luminescence, 40 min; inhibition, % at 5 µM; Q9BQF6; 330,000 tested, 1.5% active;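 active means inhibition above about 50% at the single test dose, limit read from the data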;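 further: plate controls were DMSO with enzyme for no effect and no enzyme buffer wells for full effect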
# Target sequence (Q9BQF6 706-1050 limits assumed): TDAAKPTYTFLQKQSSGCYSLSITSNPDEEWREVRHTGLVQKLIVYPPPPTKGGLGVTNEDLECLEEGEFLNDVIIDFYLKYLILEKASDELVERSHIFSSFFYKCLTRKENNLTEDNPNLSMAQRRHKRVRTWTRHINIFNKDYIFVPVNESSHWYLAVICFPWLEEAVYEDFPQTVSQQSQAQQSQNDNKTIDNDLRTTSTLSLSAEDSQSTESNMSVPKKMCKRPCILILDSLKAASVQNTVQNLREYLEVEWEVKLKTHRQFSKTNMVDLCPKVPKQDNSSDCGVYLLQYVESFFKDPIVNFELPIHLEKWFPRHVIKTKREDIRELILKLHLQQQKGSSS
# Apaf1 inhib – blocks human Apaf-1 apoptosome activity; O14727; reconstituted apoptosome caspase-3 activity, DEVD-Rh110 fluorescence; inhibition, % at 20 µM; 330,000 tested, 0.71% active; active means inhibition of at least 40% at 20 µM;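 further: plate controls were DMSO wells for no effect and DEVD-CHO caspase inhibitor wells for full effect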
#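 Material: reconstituted apoptosome with Apaf-1, cytochrome c, caspase-9, procaspase-3, dATP. Technique: Rh110 fluorescence intensity. Buffer or medium: pH 7.5 Hepes buffer with CHAPS, BSA, DTT. Times: 30 min plus 50 min, RT.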
# SENP8 inh – blocks the human protease SENP8 | inhibition, % at 10 µM | AID 2540 | purified SENP8, Z-RLRGG-aminoluciferin cleavage, luminescence | 330,000 tested, 1.2% active
# Target sequence (Q96LD8 whole entry, looked up): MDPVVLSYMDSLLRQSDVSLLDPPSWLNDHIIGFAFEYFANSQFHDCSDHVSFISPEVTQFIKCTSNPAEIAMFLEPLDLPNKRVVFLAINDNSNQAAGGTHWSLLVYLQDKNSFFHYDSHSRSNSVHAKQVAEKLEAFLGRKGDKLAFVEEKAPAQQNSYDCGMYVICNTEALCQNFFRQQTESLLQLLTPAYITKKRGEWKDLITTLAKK
# Jurkat NFkB inh – inhibitors of the PMA/ionomycin-induced NF-kB reporter in Jurkat cells; 330,000 tested, 0.53% active; inhibition, % at 4 µM; PMA/ionomycin-induced NF-kB luciferase reporter, luminescence
# UBC13 inh – human UBC13 polyubiquitination inhibition. P61088. UBC13 polyubiquitin chain formation, TR-FRET. inhibition, % at 20 µM. 330,000 tested, 0.47% active. AID 485273; in the data active means inhibition above about 45%, passing the limit was not always enough
# Target sequence (P61088 whole entry, looked up): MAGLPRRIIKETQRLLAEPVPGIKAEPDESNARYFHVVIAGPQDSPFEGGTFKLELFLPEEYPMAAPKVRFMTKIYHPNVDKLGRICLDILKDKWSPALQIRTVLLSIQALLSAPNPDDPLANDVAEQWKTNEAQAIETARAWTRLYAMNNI
# Gli-Sufu antag – blocks Gli-Sufu signaling in a luciferase reporter; inhibition, % at 5 µM; 340,000 tested, 0.74% active; Sufu-KO-LIGHT fibroblasts, Gli luciferase reporter luminescence; AID 588413;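 active means inhibition above about 55%, limit read from the data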;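 further: 0% = DMSO-treated cells and 100% = wells with medium but no cells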
# Numbers without * were called inactive; x = no result given. Unless noted, no stated cut-off is given here; in the data, active means inhibition above about 50%; inactive means the rest.
SMILES,HKDC1 inhibitor,697 NFkB inh,SENP7 inh,Apaf1 inhib,SENP8 inh,Jurkat NFkB inh,UBC13 inh,Gli-Sufu antag
CC(C)NCC(=O)NC12CC3CC(CC(C3)C1)C2,0,-5,2,0,-5,-13,1,0
Cn1c(N)c(C(=O)COC(=O)Cc2ccc(Cl)cc2Cl)c(=O)n(C)c1=O,-2,-29,-6,16,2,-1,-2,-5
CCC(C)(C)NC(=O)C(c1ccc(C)cc1)N(CCN1CCOCC1)C(=O)CNC(=O)c1cccs1 (configuration not stated),9,9,2,-11,7,15,3,-2
COc1ccc(C(=O)Nc2ccc(N3CCCCCC3)cc2)cc1S(=O)(=O)N1CCOCC1,7,-19,7,17,5,8,15,5
CCn1cc(C(=O)NCCCOC)c2cc(OC)c(OC)cc2c1=O,13,3,2,7,-13,-5,-11,9
Cc1ccc2c(C)c(C(=O)Nc3nnc(C)s3)oc2c1,-7,-6,-3,5,-5,3,-2,-2
Cc1ccc(C(=O)NCCc2ccc(S(N)(=O)=O)cc2)o1,-14,19,0,-4,1,3,9,-3
COc1ccc(CC(=O)N[C@@H]2c3cc(OC)c(OC)cc3C[C@H]2OCc2ccccc2)cc1,-5,2,-8,29,x,x,x,2
CCOc1cc(-c2noc(CCC(=O)NC3CCCCC3)n2)ccc1OC,-3,7,2,3,7,12,3,-10
CCc1ccc(NC(=O)c2ccc(NC(=O)C3CCCO3)cc2)cc1 (configuration not stated),-4,-14,1,0,8,-13,5,-28
CCN1C(=O)/C(=C\N2CCCc3ccccc32)SC1=S,0,11,-4,12,-3,-8,2,-4
CCCSc1nc2c(cnn2-c2ccc(Cl)cc2)c(=O)[nH]1,-7,-11,-5,3,-8,-2,-12,2
N=C1C(c2ccccc2)=C(O)CN1c1cccc(S(=O)(=O)N2CCCCC2)c1,7,-7,2,0,-1,-7,3,8
COc1ccc(S(=O)(=O)NCc2ccc(C(=O)NCCCN3CC(C)CC(C)C3)cc2)cc1 (configuration not stated),-3,6,0,0,5,-1,0,15
Cc1ccc2[nH]c3c(=O)n(CCN4CCOCC4)cnc3c2c1,-2,-7,9,-4,8,-23,-1,4
Cc1ccc(S(=O)(=O)N2CCN(C)CC2)cc1[N+](=O)[O-],-9,12,1,-25,5,9,3,4
CN(CC(=O)Nc1ccc(Cl)cc1)C1=NS(=O)(=O)c2ccccc21,2,14,-17,6,-12,1,-12,1
O=C(COc1ccccc1)N1CCN(S(=O)(=O)Cc2ccccc2)CC1,10,7,6,-10,-3,-5,9,3
COc1ccc(/C=N/NC(=O)CCn2c3ccccc3c3ccccc32)cc1OC,-7,14,3,20,-2,-19,9,1
CCOc1ccc2nc(SCC(=O)NC3CCCc4ccccc43)sc2c1 (configuration not stated),-9,13,0,11,0,-6,-7,0
CC(=O)c1cccc(NC(=O)Nc2cnn(Cc3ccc(Cl)cc3Cl)c2)c1,14,18,-8,15,3,11,9,-1
O=C(Oc1cccc(N2C(=O)C3C4c5ccccc5C(c5ccccc54)C3C2=O)c1)c1ccco1 (configuration not stated),1,18,8,18,-8,1,1,0
CCN(CC)/C(Sc1ccccc1)=C(\C(Cl)=C(Cl)Cl)[N+](=O)[O-],-6,11,5,-11,0,-3,-5,-6
CC(=O)c1ccc(N2CCN(S(=O)(=O)c3ccc4c5c3CC(=O)N5CC(C)S4)CC2)cc1 (configuration not stated),17,-30,18,56*,6,23,-15,43
COC(=O)CCC(=O)NNC(=O)c1ccc(Br)cc1,3,4,5,-1,-5,-1,-12,3
COc1cccc(NS(=O)(=O)c2ccc3c(c2)N(C(C)=O)CCS3)c1,-2,-45,2,15,5,2,-7,12
CCOC(=O)c1c(NC(=O)c2ccc(N3C(=O)[C@@H]4[C@H](C3=O)[C@H]3C=C[C@@H]4C3)cc2)sc2c1CC(C)CC2 (some centres not stated),-5,-2,0,14,-1,2,14,21
CC(=O)c1cc2c(cc1NC(=O)c1cc3nc(C(C)C)cc(C(F)(F)F)n3n1)OCO2,0,5,-1,-2,-2,-2,7,-6
CCOc1ccc(C(=O)C(C)OC(=O)Cn2[nH]c(=O)c3ccccc3c2=O)cc1 (configuration not stated),-5,-4,-16,9,-11,6,-2,2
Cc1cc([N+](=O)[O-])ccc1NC1CCCC1,2,-10,-4,0,-10,-5,-20,47
CC(=O)N(C1=C(Cl)C(=O)c2ccccc2C1=O)C1CCCCC1,58*,-21,21,85*,45,18,-58,4
CC(=O)NC1=NN(C(C)=O)C(C)(CC(=O)OC(C)(C)C)S1 (configuration not stated),1,-16,10,0,-4,3,12,-7
Nc1ccccc1C#Cc1cnccn1,7,5,5,-2,2,-4,1,-8
COc1cccc2c1cc1c(=O)n(CC(=O)NCCCN3CCN(C)CC3)nc(C)n12,-1,3,-1,12,1,-22,4,3
Cc1ccsc1C(=O)NNC(=S)NC1CCCCC1,-3,-22,5,-3,-1,-15,8,-13
CC(C)CN(C(=O)CSc1nnc2ccccn12)C1CCS(=O)(=O)C1 (configuration not stated),-3,3,3,-8,3,-3,1,-11
CCN1C(=O)C2C(c3cccc(F)c3)NC(C)(C(=O)OC)C2C1=O (configuration not stated),-2,1,-7,7,-8,-4,-3,-1
O=C(NCc1ccc(F)cc1)c1ccc(CS(=O)(=O)c2ccc(Br)cc2)o1,5,5,-3,1,0,-1,8,2
COc1cccc(N=C2C(=O)N3CCCc4cccc2c43)c1,4,-37,-11,11,-2,-9,-25,0
COc1ccc(-c2noc(CCCOc3ccc(Cl)cc3Cl)n2)cc1,-3,-10,-6,4,-4,3,9,49

# Structural class, the compounds so far with bromine (two)
SMILES,HKDC1 inhibitor,697 NFkB inh,SENP7 inh,Apaf1 inhib,SENP8 inh,Jurkat NFkB inh,UBC13 inh,Gli-Sufu antag
COC(=O)CCC(=O)NNC(=O)c1ccc(Br)cc1,3,4,5,-1,-5,-1,-12,3
O=C(NCc1ccc(F)cc1)c1ccc(CS(=O)(=O)c2ccc(Br)cc2)o1,5,5,-3,1,0,-1,8,2

# Arranged by number of heavy atoms (smallest number first): some entries from above.
SMILES,HKDC1 inhibitor,697 NFkB inh,SENP7 inh,Apaf1 inhib,SENP8 inh,Jurkat NFkB inh,UBC13 inh,Gli-Sufu antag
Nc1ccccc1C#Cc1cnccn1,7,5,5,-2,2,-4,1,-8
CC(=O)c1cccc(NC(=O)Nc2cnn(Cc3ccc(Cl)cc3Cl)c2)c1,14,18,-8,15,3,11,9,-1
CC(=O)c1cc2c(cc1NC(=O)c1cc3nc(C(C)C)cc(C(F)(F)F)n3n1)OCO2,0,5,-1,-2,-2,-2,7,-6
O=C(Oc1cccc(N2C(=O)C3C4c5ccccc5C(c5ccccc54)C3C2=O)c1)c1ccco1 (configuration not stated),1,18,8,18,-8,1,1,0

# Carrying on:
SMILES,HKDC1 inhibitor,697 NFkB inh,SENP7 inh,Apaf1 inhib,SENP8 inh,Jurkat NFkB inh,UBC13 inh,Gli-Sufu antag
C=CCNCc1ccc(C(=O)NCCCCCCC)cc1[N+](=O)[O-],-1,-3,-7,6,-6,-4,5,11
COc1ccc(CNC(=O)CSc2nc3ccc(C)cc3[nH]2)cc1,1,-1,3,1,0,-6,5,-8
Cc1csc(NC(=O)CSc2nc(C)cs2)n1,-3,15,-2,-2,-7,4,4,0
Nc1ccc2nc(-c3cccs3)[nH]c2c1,-6,-23,0,2,20,-16,0,20
Cc1ccc2nc(SCC(=O)NCc3ccco3)c(C)cc2c1,18,-11,4,20,-1,2,-1,5
CC1(C)CC(=O)c2cnc(NCC3CCCO3)nc2C1 (configuration not stated),0,6,5,0,-3,-3,2,-16
Cc1noc2ncnc(Sc3ccccc3Cl)c12,8,15,13,2,6,6,10,0
CCOc1ccc(NC(=S)c2ccc3ccccc3n2)cc1,-5,-41,-9,17,-19,-35,-18,-25
Cc1ccccc1S(=O)(=O)Oc1ccc2ccc(O)cc2c1,23,-56,1,-5,9,-26,-5,-4
Cn1nc([N+](=O)[O-])nc1Oc1ccccc1F,-7,-20,15,6,-3,-8,-9,-19
CCCc1c(O)nc(SCCN(CC)CC)[nH]c1=O,1,1,3,-1,-2,1,2,5
CSc1nncn1/N=C/c1ccc2c(c1)OCO2,-7,-16,4,8,5,-2,-10,-6
CC(=O)N1CCN(c2ccc(NC(=O)c3cccc(C)c3)cc2)CC1,-7,-43,-11,9,-12,-29,-14,2
COC(=O)/C(=C\Nc1cccc(Cl)c1C)c1ncc(C(F)(F)F)cc1Cl,-1,-1,17,-3,-16,-5,-6,3
CSc1nc2cc(Oc3cccc(Cl)c3Cl)c(Cl)cc2[nH]1,2,-24,-13,8,-6,0,-19,-14
OCCNc1nc(NCCC2=CCCCC2)nc(N2CCOCC2)n1,0,-21,-5,6,-7,-4,-7,25
Cc1cc(O)cc(O)c1C=NCc1ccco1,-7,6,2,-24,9,-4,-1,-2
O=C1c2ccccc2CCCC12N=NCC2c1cccc2ccccc12 (configuration not stated),-3,0,-4,25,-12,9,-3,7
CC(NC(=O)CN1C(=O)NC2(CCCCCCC2)C1=O)c1ccccc1 (configuration not stated),-6,-19,-4,-1,-5,-4,-2,-1
CCN(CC)C(=O)C(=O)Nc1cc(C(F)(F)F)ccc1Cl,-3,-4,-5,2,-6,13,-11,-1
CCOCCOC(=O)c1ccc(NC(=O)c2cc(OC)c(OC)c(OC)c2Br)cc1,-7,-25,-6,2,-7,-6,-9,1
COc1cc(/C=C2\N=C(c3c(-c4ccccc4)noc3C)OC2=O)ccc1OC(C)=O,16,-6,-4,8,4,-6,-15,-23
S=C(Nc1ccc2cn[nH]c2c1)Nc1ccc(Cl)cc1Cl,9,-1,17,11,4,0,24,0
CCCCNC(=O)CS(=O)Cc1nc(-c2cccc(Cl)c2)oc1C (configuration not stated),1,11,-15,18,-13,1,3,7
O=C(COC(=O)c1ccccc1-c1ccccc1[N+](=O)[O-])c1ccccc1,-4,20,1,0,5,-2,6,1
CCCCNC(=O)N1CCN(Cc2cccc(F)c2)CC1,-6,3,-4,0,-8,-31,-17,-3
C=CCn1c(SCC(=O)N2CCCCC2)nnc1-c1ccncc1,-6,9,3,-8,4,6,12,24
O=C(O)CC(CC(=O)Nc1nncs1)c1ccccc1 (configuration not stated),0,21,1,0,5,9,2,-9
COc1ccc(N2C(=O)CSC2c2ccc3c(c2)OCO3)c(OC)c1 (configuration not stated),-1,-12,-6,1,4,-9,-8,-1
Cc1ccccc1NS(=O)(=O)c1nnc(NC(=O)CC(C)C)s1,-2,9,-4,3,7,-17,-2,4
O=C(CN1C(=O)c2cccc3cccc1c23)Nc1ccccc1,-2,7,4,-9,9,4,5,40
CCC(C)NS(=O)(=O)c1ccc(NS(C)(=O)=O)cc1 (configuration not stated),-5,6,4,-8,-3,-8,-2,6
Cc1ccc(S(=O)(=O)N(Cc2cccc(F)c2)C(=O)N2CCN(C)CC2)cc1,1,-4,-14,-2,-4,1,-2,4
Cc1c(NC(C)c2ccccc2O)c(=O)n(-c2ccccc2)n1C (configuration not stated),-7,-10,-3,3,-7,-25,-16,-4
CCOC(=O)C(C)N1C(=O)S/C(=C/c2cc(C)n(-c3ccccn3)c2C)C1=O (configuration not stated),-1,-81,3,15,-6,-78,-4,-38
O=C(CN1CCSC1=O)Nc1ccc(N2CCOCC2)cc1,-2,6,0,0,-9,-7,-5,-21
COc1ccccc1Nc1cc(C)nc(Nc2ccccc2OC)n1,-1,9,3,16,8,-4,4,18
CCn1c(C)cs/c1=N\C(=S)Nc1ccccc1C,-11,-3,-3,11,-8,-6,34,26
CCOc1ccc(/C=C/C(=O)N(CC)CC(=O)Nc2ccc3c(c2)OCCO3)cc1OCC,5,-14,1,13,-4,-2,-3,-3

# Just SENP7 inh, SENP8 inh and UBC13 inh, for some of the entries so far:
SMILES	SENP7 inh	SENP8 inh	UBC13 inh
Cc1c(NC(C)c2ccccc2O)c(=O)n(-c2ccccc2)n1C (configuration not stated)	-3	-7	-16
CCCCNC(=O)N1CCN(Cc2cccc(F)c2)CC1	-4	-8	-17
O=C(O)CC(CC(=O)Nc1nncs1)c1ccccc1 (configuration not stated)	1	5	2
COc1ccccc1Nc1cc(C)nc(Nc2ccccc2OC)n1	3	8	4
O=C(CN1CCSC1=O)Nc1ccc(N2CCOCC2)cc1	0	-9	-5
C=CCn1c(SCC(=O)N2CCCCC2)nnc1-c1ccncc1	3	4	12

# High-throughput results from PubChem BioAssay.
